Assay outcomes: PubChem BioAssay, Johns Hopkins Ion Channel Center
RGS4 inh = RGS4 inhibitors, primary screen, cell-based, HEK293 M3R inducible RGS4, calcium flux | Regulator of G-protein signaling 4 (Homo sapiens), P49798 | Fluo-4 calcium flux; hits give high values; triggered by carbachol at its EC20 | B-score at 10 µM | 310,000 compounds, 0.45% hits;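 active = B-score, a plate-corrected calcium signal, over three deviations above library mean, with baseline fluorescence within five deviations of library mean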;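 note: RGS4 expression induced by doxycycline in cells with stable M3 receptor; B-score is computed from the integrated fluorescence ratio over baseline after carbachol; higher B-score means a larger calcium signal and so more RGS4 inhibition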
Target sequence (P49798 whole entry, looked up): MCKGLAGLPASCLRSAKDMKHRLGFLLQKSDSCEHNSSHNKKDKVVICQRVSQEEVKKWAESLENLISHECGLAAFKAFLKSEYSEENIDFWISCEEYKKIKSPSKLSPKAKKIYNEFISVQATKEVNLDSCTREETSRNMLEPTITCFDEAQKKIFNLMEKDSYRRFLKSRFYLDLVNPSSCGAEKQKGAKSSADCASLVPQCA
hERG protect = hERG rescue from dofetilide block, primary screen, cell-based, CHO-hERG, FluxOR thallium flux, dofetilide IC70; Voltage-gated inwardly rectifying potassium channel KCNH2 (Homo sapiens), Q12809; dofetilide IC70 present; activation (rescue from dofetilide block), less the hit threshold, % at 10 µM; 310,000 compounds, 0.51% hits;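 active = activation above the mean of controls blocked by dofetilide plus 5 SD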;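 note: thallium influx through hERG after potassium depolarization seen as dye fluorescence rise; in these data hits start at about 4.7%; inactives centre near -7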
MrgX1 PAM = positive allosteric modulators of MrgX1, primary screen, HEK293 cells, Fluo-4 calcium flux; FDSS; hits give high values; 310,000 compounds, 0.63% hits; B-score at 10 µM;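 active = plate-corrected calcium response at least 3 library SD above typical, normal starting fluorescence, not activating the receptor alone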;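 note: compound read alongside a low EC10 to EC30 dose of BAM8-22 agonist; peak minus trough fluorescence over baseline measured at the second addition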
Target sequence (Q96LB2 whole entry, looked up): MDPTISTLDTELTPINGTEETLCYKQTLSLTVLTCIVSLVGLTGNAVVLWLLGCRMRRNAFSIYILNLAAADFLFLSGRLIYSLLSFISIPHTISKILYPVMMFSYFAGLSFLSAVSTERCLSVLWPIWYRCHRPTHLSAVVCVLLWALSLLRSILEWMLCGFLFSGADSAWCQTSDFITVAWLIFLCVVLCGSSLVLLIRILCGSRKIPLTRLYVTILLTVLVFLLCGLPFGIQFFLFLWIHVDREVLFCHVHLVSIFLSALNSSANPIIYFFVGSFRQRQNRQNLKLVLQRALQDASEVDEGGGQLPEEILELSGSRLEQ
ANO1 block = TMEM16A chloride channel inhibitors, primary screen, cell-based, HTS; AID 588511, 2011; Anoctamin-1 (Mus musculus), Q8BHY3; HEK293 TMEM16A/YFP iodide influx fluorescence, ionomycin; 310,000 compounds, 1.2% hits; normalized B-score (activity score, 25-100; higher = stronger inhibition) at 10 µM;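 active = ratio plate-corrected score three or more library SD toward inhibition, starting fluorescence score within five deviations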;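 note: score derived from kinetic fluorescence span divided by baseline fluorescence per well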
RGS4 pot = RGS4 potentiators or activators, primary screen, cell-based, HEK293 M3R inducible RGS4, calcium flux | carbachol calcium flux Fluo4; hits give low values | B-score at 10 µM | 310,000 compounds, 0.92% hits;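 active = B-score of the integrated calcium signal more than 4 SD below the library mean, with starting fluorescence not abnormally high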;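 note: negative B-score means reduced calcium response which marks RGS4 activation or potentiation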
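Also added: carbachol at ECmax as muscarinic agonist stimulus; Assay system: HEK293 cells with stable M3R and inducible RGS4; Timing: overnight RGS4 induction, 30 min dye load 37 °C, 20 min compound RT; Measured by: Fluo4-AM (2 µM) calcium-flux fluorescence, kinetic read.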
ANO1 activ = TMEM16A chloride channel activators or potentiators, primary screen, cell-based, HTS. B-score at 10 µM. Anoctamin-1 (Mus musculus), Q8BHY3. 340,000 compounds, 0.3% hits. HEK293 TMEM16A/YFP-H148Q/I152L, iodide quench fluorescence; hits give low values;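 active = fluorescence-ratio B-score plate-corrected deviation score at least 3 library SD below zero, with starting fluorescence score within 5 deviations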;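 note: channel opened by trigger with iodide after compound preincubation; score built on the fluorescence ratio of max minus min over baseline; more negative score means more quench and so TMEM16A activation or potentiation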
KCNK9 block = KCNK9 potassium channel inhibitors, primary screen, HEK293 cells, thallium flux; Potassium channel subfamily K member 9 (Homo sapiens), Q9NPC2; FluxOR thallium flux fluorescence; hits give low values; B-score at 10 µM; 310,000 compounds, 1.2% hits; AID 488922, 2010;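 active = ratio B-score over 3 SD below the library mean, with starting fluorescence within 5 SD of its mean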;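 note: negative B-score means less thallium flux so channel inhibition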
Target sequence (Q9NPC2 whole entry, looked up): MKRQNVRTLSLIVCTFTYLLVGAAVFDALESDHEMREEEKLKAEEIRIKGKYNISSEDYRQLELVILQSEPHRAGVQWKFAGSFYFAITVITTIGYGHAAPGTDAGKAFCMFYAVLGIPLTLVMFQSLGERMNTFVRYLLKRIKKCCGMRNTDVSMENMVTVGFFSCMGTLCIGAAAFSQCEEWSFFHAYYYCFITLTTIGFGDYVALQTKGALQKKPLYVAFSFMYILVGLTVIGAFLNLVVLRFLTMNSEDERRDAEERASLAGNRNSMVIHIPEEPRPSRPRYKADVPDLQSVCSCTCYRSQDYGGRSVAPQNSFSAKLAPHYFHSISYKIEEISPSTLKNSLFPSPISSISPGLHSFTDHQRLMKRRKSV
MrgX1 ag = agonists of human MrgX1 receptor, primary screen, HEK293 cells, Fluo-4 calcium flux | Mas-related G-protein coupled receptor member X1 (Homo sapiens), Q96LB2 | Fluo-4 calcium fluorescence, agonist mode; hits give high values | B-score at 10 µM | 310,000 compounds, 0.44% hits | AID 588627, 2011;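 active = calcium response B-score plate-corrected fluorescence ratio at least 3 library SD, with starting fluorescence B-score inside 5 SD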
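times = overnight plating, then 30 min 37 °C plus 30 min room-temperature dye loading | assay system = stable human MrgX1 HEK293 cell line | input = fifteen thousand cells per well | signal = kinetic calcium dye fluorescence, Fluo-4 NW | dosing = compound delivered in addition one of three | read-out = B-scored fluorescence response ratio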
KCNQ1 act = potentiators or activators of KCNQ1 channel, primary screen, cell-based, thallium flux, high-throughput. Potassium voltage-gated channel subfamily KQT member 1 (Homo sapiens), P51787. CHO-K1 KCNQ1, thallium flux FluxOR fluorescence; hits give high values. B-score at 10 µM. 310,000 compounds, 0.35% hits. AID 2648, 2010;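 active = fluorescence ratio B-score, a plate-corrected score, at least three library SD, with initial intensity B-score within 5 SD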
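assay system = CHO-K1 cells stably expressing KCNQ1 | medium = assay buffer, equal DMSO in all wells | timing = 37 °C overnight plating, 90-min dark dye load, 20-min compound pretreatment | measured by = kinetic FluxOR thallium fluorescence, 10-s 1-Hz baseline, 110-s post-stimulus read | measure = fluorescence change relative to baseline, converted to B score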
KCNQ1 inh = inhibitors of human KCNQ1 channel, primary screen, cell-based, thallium flux, high-throughput; Potassium voltage-gated channel subfamily KQT member 1 (Homo sapiens), P51787; CHO-K1 KCNQ1, FluxOR thallium flux fluorescence; hits give high values; B-score at 10 µM; 310,000 compounds, 1.3% hits;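 active = compounds whose thallium flux B-score, printed positive for inhibition, exceeds three library SD while starting fluorescence stays within three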;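 note: channel opened by potassium depolarization with thallium stimulus after 20 min compound exposure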
KCNK3 inh = human KCNK3 channel inhibitors, primary screen, CHO cells, FluxOR thallium flux, B-score | FluxOR fluorescence; hits give low values | B-score at 10 µM | 340,000 compounds, 0.84% hits;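 active = B-score under library mean minus 4 SD, starting fluorescence ratio at most library mean plus 5 SD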;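 note: more negative B-score means stronger inhibition of thallium flux through KCNK3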
* = called active by the depositor; i = inactive; . = no result given.

SMILES	RGS4 inh	hERG protect	MrgX1 PAM	ANO1 block	RGS4 pot	ANO1 activ	KCNK9 block	MrgX1 ag	KCNQ1 act	KCNQ1 inh	KCNK3 inh
COc1ccccc1C(CNC(=O)c1cc(C)nc2ccccc12)N(C)C (configuration not stated)	i	-7	i	i	i	i	i	i	i	i	i
COc1cc(C=O)c(Br)cc1OCC(=O)NCCc1ccccc1	i	-10	i	i	i	i	i	i	i	i	i
Cc1[nH][nH]c(=O)c1C=NCc1ccc(Cl)cc1	i	-12	i	i	i	i	i	i	i	i	i
O=S(=O)(c1ccccc1)c1ccc(N2CCCCCC2)cc1	i	-6	i	i	i	i	i	i	i	i	i
Nc1nc(NC(=O)c2ccccc2Cl)nn1-c1ccccc1	i	-1	i	i	i	i	i	i	i	i	i
CCOC(=O)Nc1ccc2c(c1)N(C(=O)CN1CCN(CCO)CC1)c1ccccc1CC2	i	-1	i	i	i	i	i	i	i	i	i
O=C(CN(Cc1ccccc1)S(=O)(=O)c1ccc2c(c1)OCCO2)N/N=C/c1ccc(F)cc1	i	-17	i	i	i	i	i	i	i	i	i
CCC(C(=O)O)n1nnc(-c2ccc(OCc3ccccc3)c(OC)c2)n1 (configuration not stated)	i	-2	i	i	i	.	i	i	i	i	.
O=C(NC1CCCC1)c1cccnc1N1CCCCCC1	i	5.0*	i	i	i	i	i	i	i	i	i
CCOC(=O)c1oc2ccccc2c1CSc1nnc(-c2ccco2)o1	i	-13	i	i	i	i	i	i	i	i	i
CCOC(=O)C1CCN(C(=O)Cn2cccc2C(=O)c2ccccc2)CC1	i	-8	i	i	i	i	i	i	i	i	i
CCOc1ccc(C(=O)/C=C/c2ccccc2C(F)(F)F)cc1	i	-1	i	i	i	i	i	i	i	i	i
CCN(CC(=O)Nc1c(F)cccc1F)C(=O)CCc1ccc(OC)cc1	i	-14	i	i	i	i	i	i	i	i	i
COc1ccc(C)cc1NC(=O)Nc1cnccn1	i	-6	i	i	i	i	i	i	i	i	i
COc1cccc(/C=C2/SC(=O)N(C)C2=O)c1OCc1ccc(C(=O)O)cc1	i	-9	i	i	i	i	i	i	i	i	i
O=C(Nc1ccc(OC(F)(F)F)cc1)Nc1cccnc1	i	-7	i	i	i	i	i	i	i	6*	i
CC1(C)CC(=O)c2cc(OCC(=O)NCCN3CCOCC3)ccc2O1	i	-9	i	i	i	i	i	i	i	i	i
CCOC(=O)C1CCN(C(=O)COC(=O)c2ccc3[nH]c4c(c3c2)CCCC4)CC1	i	-13	i	i	i	i	i	i	i	i	i
O=S1(=O)N=C(N=Nc2c(O)[nH]c3ccccc23)c2ccccc21	i	-7	i	i	i	i	i	i	i	i	i
CCOC(=O)Cc1csc(NC(=O)CSc2nnc(C)n2C)n1	i	-3	i	i	i	i	i	i	i	i	i
CCCCNCc1nc2ccccc2c(=O)[nH]1	i	-8	i	i	i	i	i	i	i	i	i
CCOC(=O)c1c(NC(=O)CN2CCOCC2)sc2c1CCCC2=O	i	-16	i	i	i	i	i	i	i	i	i
COC(=O)c1ccccc1NC(=O)Oc1ccc(F)cc1	i	-8	i	i	i	i	i	i	i	i	i
Cc1c(NC(=O)NC(=O)c2ccc(F)cc2)c(=O)n(-c2ccccc2)n1C	i	-3	i	i	i	i	i	i	i	i	i
O=C1C(Cc2ccccc2)Nc2ncnc(N3CCN(c4ccccc4)CC3)c2N1Cc1ccc(Cl)cc1 (configuration not stated)	i	-15	i	i	i	i	i	i	i	i	i
O=C(COc1ccc(Cl)cc1Cl)NNC(=S)NCc1ccco1	i	-9	13*	i	-7.1*	i	i	i	i	i	i
N#CC1=C(N)OC2=C(C(=O)CCC2)C1c1ccsc1 (configuration not stated)	i	-7	i	i	i	i	i	i	i	i	i
CCN=C1S/C(=C\c2ccc(Sc3ccc(Cl)cc3)o2)C(=O)N1CC	i	-6	i	i	i	i	i	i	i	i	i
CC1CCN(CCCOc2ccc(Cl)cc2Br)CC1	i	-16	i	i	i	i	i	i	i	6*	i
c1coc(-c2ncc[nH]2)c1	i	-5	i	i	i	i	i	i	i	i	i
COc1cc2c(cc1OC)CN(CC(=O)Nc1ccc3c(c1)OC(F)(F)O3)CC2	i	-10	i	i	i	i	i	i	i	i	i
Cc1ccc2nc3c(c(C(=O)O)c2c1)CCC3	i	-2	i	i	i	i	i	i	i	i	i
CCCNC(=O)C1CC(=O)N(c2ccc(OCC(=O)Nc3cc(C)cc(C)c3)cc2)C1 (configuration not stated)	i	-11	i	i	i	i	i	i	i	i	i
CCOc1ccc(NC(=O)CN(C)C(=O)CCNC(=O)c2ccc(Br)cc2)cc1OCC	i	-14	i	i	i	i	i	i	i	i	i
CCN1CCN(C(=O)C2CCN(C(=O)c3cc4sccc4n3CC)CC2)CC1	i	-5	i	i	i	i	i	i	i	i	i
CC(=O)Nc1ccc(S(=O)(=O)N2CCSC2)cc1	i	-1	i	i	i	i	i	i	i	i	i
Nc1ccccc1SCC(=O)Nc1ccc(N2CCOCC2)cc1	i	-1	i	i	i	i	i	i	i	i	i
Cc1ccc(C)c(S(=O)(=O)N2CCN(C(=O)C3CCN(C(=O)c4ccc(F)cc4)CC3)CC2)c1	i	-8	i	i	i	i	i	i	i	i	i
CC(C)NS(=O)(=O)c1ccc(CCC(=O)Nc2ccc3c(c2)OCCO3)cc1	i	-1	i	i	i	i	i	i	i	i	i
O=C(Cc1ccc(F)cc1)N1CCC(N2CCC(C(=O)N3CCOCC3)CC2)CC1	i	-17	i	i	i	i	i	i	i	i	i
CCOc1ccc(C(=O)Nc2cc3c(cc2N2CCCC2)n(CC)c(=O)n3CC)cc1OCC	i	-17	i	i	i	i	i	i	i	i	i
Clc1ccc(-n2nnnc2-c2cnc(-c3ccncc3)nc2-c2cccs2)cc1	i	-11	i	i	i	i	i	i	i	i	i
Cc1csc(NC(=O)CSc2ncn(-c3ccccc3)n2)n1	i	-13	i	i	i	i	i	i	i	i	i
CCOC(=O)c1c(C)[nH]c(C(=O)NCCN2CCOCC2)c1C	i	-11	i	i	i	i	i	i	i	i	i
CCN(CCn1cccn1)C(=O)CC1C(=O)NCCN1Cc1ccc(F)cc1 (configuration not stated)	i	-11	i	i	i	i	i	29*	i	i	i
O=C(NC1CCCC1)C1CCN(c2cnccn2)CC1	i	-9	i	i	i	i	i	i	i	i	i
COC(=O)[C@H](C)NC(=O)Nc1ccccc1F	i	-9	i	i	i	i	i	i	i	i	i
COc1ccccc1Nc1nc(N)nc(CN2CCCCCC2)n1	i	-13	i	i	i	i	i	i	i	i	i
Cc1cc(O)c(C=Nc2cccc(Cl)c2)c(=O)o1	i	-7	i	i	i	i	i	i	i	i	i
CC(C)Oc1cccc(C(=O)C2CCCN(C(=O)c3ccccn3)C2)c1 (configuration not stated)	i	-7	i	i	i	i	i	i	i	i	i
CN1C(=O)c2cccc3c(S(=O)(=O)N4CCCC4C(=O)O)ccc1c23 (configuration not stated)	i	-3	i	i	i	i	i	i	i	i	i
Cc1csc(NC(=O)c2cccnc2Cl)n1	i	-8	i	i	i	i	i	i	i	i	i
COCCCn1c(O)c(/C=C2\N=C(C#N)C(=Nc3ccc(C)cc3)O2)sc1=S	i	-23	i	i	i	i	i	i	i	12*	i
C/C(=N/NC(=O)c1nnn(-c2nonc2N)c1COc1ccccc1)c1ccc(O)cc1	i	-4	i	i	i	i	i	i	i	i	i
O=C(NCc1nc2ccccc2[nH]1)C1=C[C@H](c2ccccc2)C[C@H](OCc2ccc(CO)cc2)O1	i	-6	i	i	i	i	i	i	i	i	i
CN1C(C(=O)NCc2cccc(Br)c2)CC2Cn3c(nc4ccccc43)C21 (configuration not stated)	i	-4	i	i	i	i	i	i	i	i	i
COc1cc(C2CC(=O)n3c(nc4ccccc43)S2)cc(OC)c1OC (configuration not stated)	i	-6	.	.	i	.	i	.	i	i	.
CCCN1CCN(C(=O)Cn2cnc3ccc(S(=O)(=O)N4CCC(C)CC4)cc3c2=O)CC1	i	-10	i	i	i	i	i	i	i	i	i
Brc1ccc(-c2nc3ncccn3c2Nc2ccc3c(c2)OCCO3)o1	i	-9	i	i	i	i	i	i	i	i	i
O=C(CN1C(=O)NC2(CCCC2)C1=O)OCCOc1ccccc1	i	-11	i	i	i	i	i	i	i	i	i

(list continues)
SMILES	RGS4 inh	hERG protect	MrgX1 PAM	ANO1 block	RGS4 pot	ANO1 activ	KCNK9 block	MrgX1 ag	KCNQ1 act	KCNQ1 inh	KCNK3 inh
CC(C)(C)C(=O)Nc1nc2cc3c(cc2s1)OCO3	i	-8	i	i	i	i	i	i	i	i	i
COc1ccccc1N1CCN(S(=O)(=O)c2cc3c(cc2C)NC(=O)CO3)CC1	i	-6	i	i	i	i	i	i	i	i	i
O=C(O)C1Sc2[nH]c(=O)sc2C2c3ccc(O)cc3OC(=O)C12 (configuration not stated)	i	-9	i	i	i	i	i	i	i	i	i
O=C(O)c1cc(S(=O)(=O)N2CCOCC2)ccc1N1CCCCC1	i	-4	i	i	i	i	i	i	i	i	i
CC1CCN(CCCNC(=O)c2ccc(CS(=O)(=O)Cc3ccc(Cl)cc3)o2)CC1	i	-3	i	i	i	i	i	i	i	i	i
CC(C)NC(=O)COC(=O)c1ccccc1Oc1ccccc1	i	-1	i	i	i	i	i	i	i	i	i
